RGS4-Gao reg: human RGS4-Galphao interaction regulation; AID 1415; P09471; Multiplexed bead flow cytometry, RGS4-Galphao binding; actives lie on both sides; 220,000 compounds, 0.33% hits; binding response (% of control), % at 10 µM; in the data active = binding response below about 49% or above about 150%; inactive = in between;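 also: fluorescent Galphao activated with aluminum fluoride binding bead-coupled RGS4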
Bim-Mcl-1: human Bim-Mcl-1 interaction inhibition. 190,000 compounds, 0.1% hits. Bead-based flow cytometry, Bim peptide-Mcl-1 binding. Q07820. inhibition, % at 10 µM;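 also: 0% = no compound tracer wells and 100% = peptide blocker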
Target sequence (Q07820 whole entry, looked up): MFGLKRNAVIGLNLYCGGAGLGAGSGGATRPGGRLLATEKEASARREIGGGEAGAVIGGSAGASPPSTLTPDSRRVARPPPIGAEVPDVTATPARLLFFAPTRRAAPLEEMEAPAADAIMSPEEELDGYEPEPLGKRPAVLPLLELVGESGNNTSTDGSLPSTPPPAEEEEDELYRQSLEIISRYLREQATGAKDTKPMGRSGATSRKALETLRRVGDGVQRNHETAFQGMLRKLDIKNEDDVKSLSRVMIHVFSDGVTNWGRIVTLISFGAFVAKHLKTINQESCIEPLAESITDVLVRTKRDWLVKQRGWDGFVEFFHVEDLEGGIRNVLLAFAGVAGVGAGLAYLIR
Mcl1-Bid inh: disrupts binding of human Mcl-1 to Bid peptide | inhibition, % at 21.7 µM | AID 1021 | 220,000 compounds, 0.97% hits | TR-FRET Mcl-1/Bid-Dy647 peptide binding, 1536-well;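 active = compounds that cut the binding signal by more than half at the single screening dose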;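 also: His-tagged Mcl-1 with europium anti-His antibody binding Bid BH3 peptide; 0% = Mcl-1 plus peptide wells and 100% = peptide-only wells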
Bcl-XL Bim block: human Bim-Bcl-XL interaction inhibition | Q07817 | Bim peptide-Bcl-XL binding, bead flow cytometry, fluorescence | inhibition, % at 10 µM | 190,000 compounds, 0.04% hits
RGS8-Gao: modulates binding of RGS8 to human Galphao; response (percent of control binding), % at 10 µM; 220,000 compounds, 0.34% hits; P09471; multiplexed bead flow cytometry; actives lie on both sides; in the data active = response below about 60% or above about 140%; inactive = in between;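 also: Galphao activated as the GDP aluminium fluoride complex binding bead-coupled RGS8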
Bim-Bcl-B: human Bim-Bcl-B interaction inhibition. inhibition, % at 10 µM. 190,000 compounds, 0.073% hits. Q9HD36. bead-based flow cytometry, Bim peptide-Bcl-B binding;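 also: 0% = tracer peptide without compound and 100% = reference inhibitor peptide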
Target sequence (Q9HD36 whole entry, looked up): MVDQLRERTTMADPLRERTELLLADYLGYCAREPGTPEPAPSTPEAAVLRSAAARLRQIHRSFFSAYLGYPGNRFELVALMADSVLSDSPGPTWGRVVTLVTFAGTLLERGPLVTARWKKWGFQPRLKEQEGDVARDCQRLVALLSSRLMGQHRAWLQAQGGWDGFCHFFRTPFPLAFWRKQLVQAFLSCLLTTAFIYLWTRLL
Mcl1 Noxa PPI: disrupts binding of human Mcl-1 to Noxa peptide; AID 1022; Q07820; inhibition, % at 21.7 µM; 220,000 compounds, 1.5% hits; TR-FRET Mcl-1/Noxa peptide binding, 2 h;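 active = compounds that cut the protein-peptide binding signal by more than 50% relative to plate controls in a single-dose test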;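 also: His-tagged Mcl-1 with rhodamine Noxa BH3 peptide and terbium anti-His antibody; 0% = Mcl-1 plus Noxa peptide wells and 100% = peptide-only wells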
RGS7-Gao reg: regulators of human RGS7-Galphao interaction. P09471. Multiplexed bead flow cytometry, RGS7-Galphao binding; actives lie on both sides. binding response (% of control), % at 10 µM. 220,000 compounds, 0.35% hits. AID 1439; in the data active = binding response below about 49% or above about 150%; inconclusive = no clear call, values can overlap the other calls; inactive = in between;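 also: fluorescent Galphao held in activated GDP-AlF4 state binding bead-coupled RGS7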
Bim-Bfl-1: human Bim-Bfl-1 interaction inhibition | Q16548 | inhibition, % at 10 µM | 190,000 compounds, 0.12% hits | Bead-based flow cytometry, Bim-Bfl-1 binding inhibition;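 also: 0% = wells without compound plus tracer and 100% = blocker peptide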
Bcl-2 Bim block: inhibitors of Bim-Bcl-2 interaction, human; 190,000 compounds, 0.06% hits; Bead-based flow cytometry, Bim peptide-Bcl-2 binding; inhibition, % at 10 µM; P10415; in the data active = inhibition above about 40%; inconclusive = no clear call, values can overlap the other calls;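 also: 0% = no compound wells with probe peptide and 100% = reference peptide inhibitor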
Target sequence (P10415 whole entry, looked up): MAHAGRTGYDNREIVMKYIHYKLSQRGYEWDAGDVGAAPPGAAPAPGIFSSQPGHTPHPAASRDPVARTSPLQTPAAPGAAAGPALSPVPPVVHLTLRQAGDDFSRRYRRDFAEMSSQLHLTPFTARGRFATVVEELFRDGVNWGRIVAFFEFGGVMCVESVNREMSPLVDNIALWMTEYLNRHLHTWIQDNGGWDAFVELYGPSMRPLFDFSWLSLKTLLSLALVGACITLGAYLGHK
Bcl-W Bim block: disrupts Bim peptide binding to human Bcl-W; Q92843; bead-based flow cytometry; inhibition, % at 10 µM; 190,000 compounds, 0.02% hits; AID 952;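 also: 0% = bound tracer without compound and 100% = peptide blocker; higher means less fluorescent Bim peptide bound to Bcl-W beads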
Target sequence (Q92843 whole entry, looked up): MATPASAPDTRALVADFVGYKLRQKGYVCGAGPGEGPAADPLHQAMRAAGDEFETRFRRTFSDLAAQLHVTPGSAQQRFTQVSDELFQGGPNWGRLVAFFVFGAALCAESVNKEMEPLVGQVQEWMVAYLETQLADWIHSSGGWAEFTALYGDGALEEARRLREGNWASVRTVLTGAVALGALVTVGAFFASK
Active calls of the source: *; ? = inconclusive; . = not tested or not shown; [ ] = another dose, or the depositor's remark. Rule as the data show it, unless noted: active = inhibition above about 40%.

RGS4-Gao reg | Bim-Mcl-1 | Mcl1-Bid inh | Bcl-XL Bim block | RGS8-Gao | Bim-Bcl-B | Mcl1 Noxa PPI | RGS7-Gao reg | compound | Bim-Bfl-1 | Bcl-2 Bim block | Bcl-W Bim block
96 | -2 | 6 | -9 | 96 | -13 | 2 | 98 | CNS(=O)(=O)c1cnccc1N1CCN(c2cccc(Cl)c2)CC1 | -18 | -11 | -1
98 | 1 | -20 | -1 | 99 | -11 | 2 | 93 | CCC(NC(C)C)C(O)c1ccc(O)c(O)c1 (configuration not stated) | 0 | 1 | 0
90 | 0 | 4 | -2 | 102 | 0 | -12 | 96 | COc1ccccc1NC(=O)c1nn(C)cc1Br | 1 | 3 | -2
102 | -4 | 4 | -1 | 103 | -3 | 9 | 102 | CCN=C(NCC)SC1CC(=O)N(c2ccc(OCC)cc2)C1=O (configuration not stated) | -8 | -5 | -2
98 | -8 | -29 | -6 | 100 | -13 | 17 | 98 | O=C(Nc1nnc(SCC(=O)N2CCOCC2)s1)c1ccccc1 | -2 | 0 | -5
105 | . | -14 | . | 103 | . | -14 | ? | N#Cc1c(N)nc(Sc2ccc(Cl)cc2)c(C#N)c1-c1ccccc1Cl | . | . | .
99 | -3 | 1 | 1 | 101 | 2 | -5 | 101 | Cc1ccc2c(Cl)cc(Cl)c(OCc3c(C)noc3C)c2n1 | -1 | -2 | -2
97 | . | -11 | . | 101 | . | 11 | ? | CC(C)(C#N)NC(=O)C(=O)c1c(-c2ccccc2)cc2ccccn12 | . | . | .
105 | -4 | -25 | -8 | 104 | -10 | 18 | 159*[activator] | COc1ccc(OC)c(NC(=O)CSc2nnc(CNC(=O)COc3ccc(Cl)cc3)o2)c1 | -12 | -14 | 0
117 | . | -26 | . | 101 | . | -2 | ? | CCCCNC(=O)N(O)C1N(/N=C/c2cccnc2)C(=S)SC1(C)C (configuration not stated) | . | . | .
100 | -5 | 2 | -8 | 101 | -11 | 29 | 99 | CCOC(=O)c1c(C)c(C(=O)NCc2ccco2)c(C)n1Cc1ccccc1 | -20 | -16 | -2
98 | -6 | -33 | -7 | 104 | -7 | -10 | 101 | O=S(=O)(c1ccc2ccccc2c1)N1CCN(C(=S)Nc2ccc(F)cc2)CC1 | -1 | -5 | -6
90 | 0 | 2 | -3 | 92 | -2 | 16 | 90 | Cn1c(-c2ccc3c(c2)OCO3)cnc1NCc1ccccc1 | 0 | 1 | 0
101 | -2 | -25 | -3 | 91 | 3 | 4 | 98 | CCc1ccccc1NC(=S)NCCSc1ccc(Cl)cc1 | 3 | 2 | -3
99 | 0 | 7 | -2 | 100 | -3 | -1 | 98 | COc1cccc(C(=O)Nc2ccc(C3CC3(Cl)Cl)cc2)c1 (configuration not stated) | -7 | -3 | -1
96 | -6 | -17 | -6 | 100 | -10 | -9 | 99 | CC1CCc2c(sc3nc(CN4CCOCC4)nc(N4CCc5ccccc5C4)c23)C1 (configuration not stated) | 0 | -3 | -4
102 | -4 | -28 | -3 | 103 | -2 | 22 | 101 | CC(=O)Nc1ccc(-c2csc(NC(=O)C3CCN(S(=O)(=O)c4cccs4)CC3)n2)cc1 | 1 | 0 | 3
101 | -2 | -26 | -5 | 97 | -2 | -10 | 98 | CCc1cccc(CC)c1NC(=O)CSc1nc2ccc(N3C(=O)C4C5C=CC(C5)C4C3=O)cc2s1 (configuration not stated) | 0 | -1 | -4
102 | 0 | -21 | 0 | 104 | 1 | 11 | 103 | C=CCOc1ccc(C2C(C#N)=C(N)N(Nc3ccccc3)C3=C2C(=O)CC(C)(C)C3)cc1OC (configuration not stated) | -1 | 0 | 0
104 | -1 | -12 | -9 | 105 | -8 | -10 | 105 | Cc1ccn2c(CN3CCOCC3)c(-c3ccccc3)nc2c1 | -8 | -4 | -4
101 | 1 | -5 | 0 | 100 | -1 | 20 | ? | CCOc1ccc(NC(=O)c2ccc3c(SCC(=O)O)c4c(nc3c2)CCCC4)cc1 | -4 | 0 | 0
103 | 0 | -44 | 0 | 106 | -3 | -6 | 104 | COc1ccc(Nc2cc(Cl)nc(N)n2)cc1 | -5 | -3 | -2
100 | -3 | -1 | 0 | 105 | 2 | -11 | 101 | COC(=O)Cn1c(CCS(=O)(=O)c2ccc(C)c(C)c2)nc2ccccc21 | 1 | 4 | 1
103 | -3 | -16 | -7 | 102 | -5 | 21 | 103 | CCN(/N=C/c1ccccc1)c1cc(=O)n(C)c(=O)[nH]1 | -9 | -6 | -4
99 | -3 | 1 | -5 | 100 | -8 | 8 | 101 | O=c1oc2ccccc2c2c1ncn2CCN1CCOCC1 | -19 | -12 | 0
103 | . | -11 | . | 98 | . | 10 | ? | COc1ccccc1NC(=O)Nc1nnc(CC(=O)Nc2cccc(C)c2)s1 | . | . | .
101 | -5 | 0 | 0 | 103 | -1 | 4 | 102 | CCc1ccc(NC(=O)C(C)OC(=O)C2CCC(=O)N2)cc1 (configuration not stated) | -5 | 0 | 1
102 | -24 | 2 | -10 | 102 | -2 | 15 | 103 | CCc1cccc(OC2OC(CO)C(O)C(O)C2NC(C)=O)c1 (configuration not stated) | -4 | -2 | -8
97 | -1 | -11 | -4 | 99 | -9 | 35 | 99 | COc1nccnc1NS(=O)(=O)c1ccc(NC(=S)NC(=O)c2ccccc2F)cc1 | -7 | -5 | -2
94 | 3 | -8 | -10 | 98 | -6 | -9 | 98 | COc1ccc(/C(O)=C2/C(=O)C(=O)N(CCCN(C)C)C2c2ccccc2)cc1Cl (configuration not stated) | -12 | -6 | -1
99 | 1 | -31 | 0 | 99 | -1 | 5 | 102 | CCCn1nnc(NC(=O)c2sc3ccccc3c2Cl)n1 | -5 | -1 | 0
102 | -2 | 5 | -4 | 103 | -5 | -11 | 100 | COc1cccc(/C=C/C(=O)OCC(=O)Nc2cccc(S(=O)(=O)N3CCCCC3)c2)c1OC | 1 | 1 | 0
92 | 0 | -24 | -2 | 100 | -1 | -24 | 94 | CC(C)c1nnc(-c2ccc(Cl)cc2)c(N(C)C)n1 | 0 | 0 | -1
96 | 0 | -38 | -2 | 80 | -17 | 61* | 93 | CC1=C/C(=N\OS(=O)(=O)c2ccccc2)C=CC1=O | 23 | 1 | 8
97 | -1 | -21 | -5 | 99 | -7 | 21 | 99 | CC(NS(=O)(=O)c1ccc(CCC(=O)N2CCN(C)CC2)cc1)c1ccccc1 (configuration not stated) | -12 | -12 | 2
98 | -2 | -81 | -1 | 97 | -24 | 25 | 98 | C=CCOc1c(CNn2cn[nH]c2=S)cccc1OC | 0 | 1 | 1
100 | 5 | -33 | -3 | 102 | -2 | 21 | 102 | Cc1ccc(S(=O)(=O)N2CCN(CC(=O)Nc3ccc4c(c3)CCC4)CC2)cc1C | 1 | -2 | -2
101 | -5 | -9 | -10 | 102 | -11 | -6 | 102 | CCOC(=O)C1CCCN(C(=O)C(C)Oc2ccc(Cl)cc2Cl)C1 (configuration not stated) | -15 | -11 | -1
95 | 1 | -21 | 1 | 100 | 2 | 6 | 93 | Cc1cccc(N2CCN(C3=NC(=O)C(=C4CCCCC4)S3)CC2)c1 | 1 | -1 | 0
103 | -4 | -9 | -5 | 100 | 0 | -22 | 102 | CC(C)CNC(=O)c1cccc(C(=O)NCC(C)C)c1 | 0 | -2 | 0
97 | -3 | -21 | -2 | 98 | -6 | -2 | 97 | COCCNc1nc2sc3c(c2c(=O)n1Cc1ccco1)CCCCC3 | -18 | -4 | 0
98 | 2 | -18 | 0 | 101 | -3 | 1 | 100 | CC(C)N(C(=O)CN(C#N)c1nc(N(C)C)nc(N(C)C)n1)c1ccccc1 | -4 | 0 | 2
95 | -1 | -49 | -2 | 111 | 4 | 4 | 94 | Cc1ccccc1NC(=S)N(CCCN1CCOCC1)Cc1ccccn1 | 0 | 7 | 2
105 | 1 | -2 | -6 | 104 | -7 | 41 | 109 | CC[N+]1=C(C)C(C)(C)c2cc(C)ccc21 | -3 | 0 | -1
100 | -6 | -56 | -5 | 123 | 0 | -21 | 99 | Cc1cc(C)cc(NC(=S)N2CCN(c3ncccn3)CC2)c1 | -2 | 1 | -2
102 | -2 | -53 | 2 | 102 | 2 | 3 | 110 | O=C(CSc1nnc(CNc2ccc(F)cc2)n1Cc1ccccc1)N1CCOCC1 | -2 | 0 | 0
95 | 0 | -4 | 1 | 97 | -4 | 12 | 95 | COc1cccc(C(=O)NC2=NCCS2)c1OC | -11 | -6 | 1
104 | -4 | 4 | -5 | 103 | -7 | 2 | 103 | CC(=O)Nc1cccc(NC(=O)C2CCCN2C(=O)Nc2ccc(C)cc2)c1 (configuration not stated) | -17 | -12 | -2
102 | -4 | -2 | -7 | 99 | -6 | 2 | 99 | CC1CC(C)CN(C(=O)CCNS(=O)(=O)c2ccc3c(c2)CCC(=O)N3)C1 (configuration not stated) | -4 | -5 | -2
102 | -1 | -11 | 0 | 103 | 3 | -9 | 103 | COc1cc(NC(=O)C2CCN(S(=O)(=O)c3cccnc3)CC2)cc(OC)c1OC | -1 | -2 | -1
99 | -2 | -6 | -4 | 99 | -4 | 8 | 99 | CCC(=O)Nc1sc2c(c1C#N)CCCCC2 | -8 | -6 | -4
94 | -3 | 6 | -2 | 103 | -4 | 4 | 96 | Cc1cc(N2CCN(c3cccc(C)c3C)CC2)nc(-c2ccccc2)n1 | 0 | 0 | -3
103 | -5 | 6 | -5 | 101 | -10 | 5 | 99 | O=C(O)COc1c(F)c(F)c(C(F)(F)F)c(F)c1F | -16 | -11 | 1
119 | -1 | 8 | -1 | 108 | -1 | 10 | 118 | COc1cccc(NC(=O)CCN2CCC(C(N)=O)CC2)c1 | -1 | -1 | 0
104 | 0 | -62 | -2 | 99 | -2 | -3 | 97 | O=C(CN1CCC(O)(c2ccccc2F)CC1)NCCc1c[nH]c2ccccc12 | -3 | 0 | -2
101 | . | -18 | . | 100 | . | -8 | ? | COc1cc([N+](=O)[O-])ccc1NC(=O)Oc1ccc(NC(C)=O)cc1 | . | . | .
103 | . | -28 | . | 102 | . | 15 | ? | CCN(CC)c1ccc(N2C(=O)/C(=C/c3ccccn3)SC2=S)cc1 | . | . | .
103 | -3 | 0 | -2 | 102 | -2 | 26 | 101 | O=C(NN1CCN(Cc2ccccc2)CC1)c1ccc(Cl)cc1 | -7 | -6 | -1
98 | . | -141 | . | 97 | . | 0 | ? | COc1ccccc1NCCC(=O)O | . | . | .

Full records from above:
COc1ccccc1NC(=O)c1nn(C)cc1Br is listed as RGS4-Gao reg: 90; Bim-Mcl-1: 0; Mcl1-Bid inh: 4; Bcl-XL Bim block: -2; RGS8-Gao: 102; Bim-Bcl-B: 0; Mcl1 Noxa PPI: -12; RGS7-Gao reg: 96; Bim-Bfl-1: 1; Bcl-2 Bim block: 3; Bcl-W Bim block: -2
Cc1ccc2c(Cl)cc(Cl)c(OCc3c(C)noc3C)c2n1 is listed as RGS4-Gao reg: 99; Bim-Mcl-1: -3; Mcl1-Bid inh: 1; Bcl-XL Bim block: 1; RGS8-Gao: 101; Bim-Bcl-B: 2; Mcl1 Noxa PPI: -5; RGS7-Gao reg: 101; Bim-Bfl-1: -1; Bcl-2 Bim block: -2; Bcl-W Bim block: -2
